STEP block: inhibitors of human striatal-enriched phosphatase STEP. P54829. recombinant STEP, OMFP fluorogenic substrate, fluorescence. inhibition, % at 20 µM. 360,000 compounds, 0.25% hits. AID 588621;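 active means inhibition at 20 µM, scaled per plate between control wells, above about 37%, limit read from the data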;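 further: 0% = DMSO with enzyme and substrate and 100% = substrate only without enzyme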
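Assay system: isolated STEP enzyme / Timing: 20 min at room temperature, dark / Doses: 20 µM, 1% DMSO / Technique: fluorescence intensity, excitation 480 nm, emission 540 nm / Reagent: fluorogenic phosphatase substrate OMFP at 25 µM final / Measure: percent inhibition scaled to no-enzyme and uninhibited-enzyme controls, plate-pattern corrected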
Rpn11 block: Rpn11 (human) deubiquitinase inhibition | O00487 | AID 588493 | 360,000 compounds, 0.59% hits | human 26S proteasome, Ub4-pepOG fluorescence polarization; 20S core pre-blocked with epoxomicin | calls only at 20 µM;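 active means inhibition at 20 µM, scaled to each plate's controls, above about 33%, limit read from the data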
Target sequence (O00487 whole entry, looked up): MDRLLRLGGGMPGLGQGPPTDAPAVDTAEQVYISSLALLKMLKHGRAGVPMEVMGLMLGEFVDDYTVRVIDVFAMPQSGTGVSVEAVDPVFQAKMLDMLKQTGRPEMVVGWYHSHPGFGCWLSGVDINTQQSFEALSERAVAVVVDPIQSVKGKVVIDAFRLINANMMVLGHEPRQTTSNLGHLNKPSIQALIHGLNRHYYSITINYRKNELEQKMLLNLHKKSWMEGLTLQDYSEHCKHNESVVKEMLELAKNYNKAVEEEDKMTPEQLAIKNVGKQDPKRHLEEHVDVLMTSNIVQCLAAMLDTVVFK
MsrA inh: inhibits bovine methionine sulfoxide reductase A. purified bovine MsrA, absorbance read-out. inhibition, % at 15.5 µM. 360,000 compounds, 0.75% hits; in the data active means inhibition above about 4.5%;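 further: 0% = vehicle wells with enzyme and 100% = reference inhibitor wells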
Scp-1 inhibitor: inhibitors of human Scp-1 phosphatase; Q9GZU7; Recombinant Scp1, phosphopeptide, malachite green phosphate absorbance; inhibition, % at 20 µM; 340,000 compounds, 0.88% hits; AID 493091;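 active means inhibition above about 50% at 20 µM, limit read from the data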;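 further: plate controls were DMSO wells with enzyme for no effect and wells lacking enzyme for full effect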
Target sequence (Q9GZU7 76-261 limits assumed): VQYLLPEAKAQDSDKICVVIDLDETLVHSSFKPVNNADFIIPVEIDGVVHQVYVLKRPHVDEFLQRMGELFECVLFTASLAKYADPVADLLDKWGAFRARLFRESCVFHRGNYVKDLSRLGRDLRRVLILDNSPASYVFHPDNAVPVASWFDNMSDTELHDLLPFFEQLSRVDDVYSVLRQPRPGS
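Test system: SCP-1 catalytic domain; Buffer or medium: Acidic Tris acetate buffer with magnesium and detergent; Also added: Phosphorylated 17-residue peptide substrate; Compound: single 20 µM dose, 1% DMSO; Schedule: enzyme reaction 45 min at room temperature, colour 5 min, stabilisation 30 min; Signal: Phosphate-binding colour reagent, absorbance read at 630 nm.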
NadD inh: NadD (S. aureus) enzyme inhibition; purified NadD enzyme, colorimetric absorbance read-out; inhibition, % at 20 µM; 360,000 compounds, 0.78% hits; AID 602399; in the data active means inhibition above about 26%; further: some compounds past the cut are filed as inactive
SUMO1 PPI mod: alters human SUMO1 binding to SIM partners | P63165 | SUMO1 binding to a labelled peptide, TR-FRET, 1 h | inhibition, % at 20 µM | 360,000 compounds, 0.33% hits; in the data active means inhibition above about 37%
Tb MetRS inh: Trypanosoma brucei MetRS inhibition; 360,000 compounds, 0.4% hits; inhibition, % at 11.9 µM; AID 624268; purified T. brucei MetRS, ATP depletion, Kinase-Glo luminescence;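 active means inhibition above a per-plate cutoff of the control wells' mean inhibition plus 3 SD, cut at about 5.5% in these data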;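 further: 0% = DMSO wells median and 100% = median of wells with control inhibitor compound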
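Material – parasite MetRS enzyme · Medium – HEPES-MgCl2-KCl buffer plus DTT, spermine, BSA, pyrophosphatase · Reagent – ATP, methionine and E. coli bulk tRNA substrates · Times – 15 min enzyme-compound preincubation, 2 h reaction, 10 min detection, 25 °C · Measured by – luminescence of leftover ATP · Evaluation – percent inhibition relative to median high and low control wells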
LMPTP inh: LMPTP (human) inhibition. inhibition, % at 20 µM. AID 651560. recombinant LMPTP-A, OMFP fluorogenic substrate, fluorescence intensity. 360,000 compounds, 0.22% hits;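 active means compounds that cut the enzyme signal by at least half of the control window in the single-dose screen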;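 further: plate controls were DMSO wells with enzyme plus substrate for no effect and substrate without enzyme for full effect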
Target sequence (P24666 whole entry, looked up): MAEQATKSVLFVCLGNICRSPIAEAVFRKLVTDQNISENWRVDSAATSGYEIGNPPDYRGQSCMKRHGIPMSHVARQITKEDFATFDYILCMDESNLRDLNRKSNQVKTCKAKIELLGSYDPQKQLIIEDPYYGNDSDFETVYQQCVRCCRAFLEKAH
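Test system: LMPTP-A, protein tyrosine phosphatase of low molecular weight; Input: 0.625 nM enzyme; Incubation: 50 min dark incubation at room temperature; Signal: endpoint fluorescence intensity from OMFP dephosphorylation; Read-out basis: % inhibition versus control wells.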
DNMT1 inh: DNMT1 (human) enzyme inhibition. 360,000 compounds, 0.83% hits. P26358. inhibition (reported as % activation of signal), % at 10 µM. DNMT1 molecular beacon, Hinp1I cleavage, fluorescence; in the data active means inhibition above about 50%
CSN deneddyl inh: blocks human CSN-mediated cullin deneddylation | Q92905 | Purified CSN, SCF-Nedd8-OG deneddylation, fluorescence polarization | inhibition, % at 12.5 µM | 360,000 compounds, 0.38% hits | AID 651999;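 active means pattern-corrected inhibition above about 35%, with an unprinted fluorescence ratio check between 0.5 and 1.5, limit read from the data, passing the limit was not always enough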;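 further: 0% = enzyme with substrate and 100% = substrate without enzyme; some results filed as inactive read as strong as hits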
Target sequence (Q92905 whole entry, looked up, one chain of several): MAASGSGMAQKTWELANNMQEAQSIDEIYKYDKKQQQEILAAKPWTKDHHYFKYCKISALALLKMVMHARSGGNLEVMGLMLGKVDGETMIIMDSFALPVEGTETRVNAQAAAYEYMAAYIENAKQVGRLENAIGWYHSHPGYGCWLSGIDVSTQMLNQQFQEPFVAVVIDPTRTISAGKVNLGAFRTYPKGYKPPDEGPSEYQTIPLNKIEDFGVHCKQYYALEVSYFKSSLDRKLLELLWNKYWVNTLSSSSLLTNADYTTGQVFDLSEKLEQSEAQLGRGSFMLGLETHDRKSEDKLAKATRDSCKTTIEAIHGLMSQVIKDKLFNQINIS
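Test system: purified human Csn5 enzyme expressed in HEK293T cells. Amount: 0.24 nM enzyme. Reagent: SCFSkp2-Nedd8OG substrate at 10 nM final. Schedule: 90 min incubation of compound, enzyme and substrate at room temperature. Detection: fluorescence polarization. Read-out: % inhibition of substrate cleavage by Csn5.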
* = called active by the depositor; i = inactive; . = no result given.

SMILES	STEP block	Rpn11 block	MsrA inh	Scp-1 inhibitor	NadD inh	SUMO1 PPI mod	Tb MetRS inh	LMPTP inh	DNMT1 inh	CSN deneddyl inh
O=C(CN(c1cccc([N+](=O)[O-])c1)S(=O)(=O)c1ccccc1)NCc1ccccc1	2	i	-0.1	-13	-2	-15	0.8	-0.8	0	-5
COc1ccc(NC(=O)COC(=O)Cc2ccsc2)c(OC)c1	-2	i	0.0	-2	-4	5	-0.5	-0.8	0	-2
O=C1N(Cc2cccc(Cl)c2)C[C@@H]2C[C@@H](c3ccco3)N3CCC[C@@]123	2	i	-0.4	-7	-2	14	-0.6	0.4	-2	4
CC(=O)Nc1cc(C(=O)N2CCCC2)ccc1Sc1ccc(C)cc1	2	i	0.1	-1	5	1	-0.8	-1.4	2	-7
Cc1ccc(C(=O)N(C)c2nnc(-c3ccncc3)s2)cc1	4	i	-0.4	-8	-1	2	-0.3	-0.7	-2	6
O=C(NC1CCCCC1)N1CCN(S(=O)(=O)c2ccc(F)cc2)CC1	-1	i	0.7	-3	-3	1	0.0	0.7	6	-5
Cc1cc(Nc2ccc(Br)cc2)nc(-c2ccccc2O)n1	-2	i	1.9	-5	2	-3	-0.2	4.5	-17	-2
Cc1cccc(S(=O)(=O)Nc2ccc3c(c2)OCCO3)c1	1	i	0.2	-2	2	9	0.5	-0.5	0	3
CCOc1ccc(NS(=O)(=O)c2ccc3c(c2)CCN3C(=O)CCC(=O)O)cc1	-3	i	0.5	0	-3	8	-0.4	1.1	6	-1
O=C1c2cccc3cccc(c23)N1CN1CCN(c2ccccn2)CC1	-2	i	1.5	1	-2	-16	-0.3	-3.5	2	-1
CN(CCNC(=O)c1c[nH]c2c1ccc1ccccc12)CCNC(=O)c1c[nH]c2c1ccc1ccccc12	6	i	0.3	-16	15	-51	-0.2	-2.9	-43	4
O=C(Cn1cc([N+](=O)[O-])ccc1=O)NCC(=O)Nc1ccc(F)c(F)c1F	-1	i	2.2	-5	0	-16	-0.3	-0.1	0	-3
C=CCSc1n[nH]c(-c2ccc(OCCCC)cc2)n1	1	i	-0.8	-8	-6	0	-1.7	1.3	3	-4
NCCc1c(C(=O)O)[nH]c2ccc([N+](=O)[O-])cc12	3	i	2.0	-1	-6	-8	0.1	0.2	1	1
Cc1cccc2cc(C#N)c(SCC(=O)NCc3cccs3)nc12	1	i	0.8	-2	11	-6	0.2	-0.6	28	1

Remaining list, next part:
SMILES	STEP block	Rpn11 block	MsrA inh	Scp-1 inhibitor	NadD inh	SUMO1 PPI mod	Tb MetRS inh	LMPTP inh	DNMT1 inh	CSN deneddyl inh
CC1(C)CC(=O)C=C(Nc2ccccc2C#N)C1	1	i	0.1	-4	-3	-3	-0.1	-1.9	1	5
Cc1ccc(NC(=O)NC2(C(=O)NCc3ccco3)CCCCC2)cc1	-1	i	0.1	-8	3	5	-0.1	-1.8	-1	-3
O=C(NCCNC(=O)c1cc(Cl)ccc1Cl)c1cnccn1	3	i	0.1	6	5	17	-0.3	-0.6	1	-1
CCC(=O)NC(C)C(c1cccs1)N1CCOCC1 (centres undefined)	-5	i	-1.1	2	-5	-1	-0.8	-1.1	6	1
Cc1ccc(COC[C@H](CC(C)C)N2CCN(C(=O)c3cccc(C(F)(F)F)c3)CCC2=O)cc1	.	.	0.0	.	0	7	-0.8	2.3	.	-7
CCN1CCN(c2ccc(S(=O)(=O)N3CCOCC3)cc2NC(=O)C(C)Oc2ccc(F)cc2)CC1 (centres undefined)	-1	i	-1.0	-6	-1	-2	-0.2	-1.5	-3	-5
C/C(=N\NC(=O)c1cccc(F)c1)c1cccc(NC(=O)c2ccc(F)cc2)c1	-3	i	-0.4	-1	0	3	-0.2	-0.5	-2	-1
COc1cc(NC(=O)C2CCN(c3cnccn3)CC2)cc(OC)c1	-1	i	0.5	-2	-2	2	-0.1	-0.8	-1	2
COc1ccc(CCNC(=O)c2ccc(CNS(=O)(=O)c3cc(C)ccc3C)cc2)cc1OC	2	i	-0.5	-10	-6	1	-0.8	-0.4	-7	3
COc1cc2ccccc2cc1C(=O)NC(=S)Nc1cccc(C(=O)O)c1	42*	i	1.2	22	17	9	-0.9	1.7	1	8
CCO[C@H]1OC(C(=O)Nc2ccccc2)=C[C@@H](c2coc3ccccc3c2=O)[C@@H]1CCCO	1	i	-1.3	-4	0	6	-0.1	0.0	-2	4
CCCCNc1nc2c(c(=O)n(Cc3ccccc3)c(=O)n2C)n1C	-2	i	1.6	-4	-7	6	-1.1	-0.4	0	2
CN(C)S(=O)(=O)c1cccc(NC(=O)c2cccc(NS(=O)(=O)c3ccccc3)c2)c1	0	i	-0.1	-7	-8	8	-0.5	1.4	-3	3
O=C(CCc1nnc(CCC2CCCCC2)o1)NCCc1cccnc1	-2	i	1.6	-3	-4	-2	0.1	-1.7	1	-6
CCOC(=O)c1c(C)n(C)c2ccc(OCC(O)CNCCc3ccccc3)cc12 (centres undefined)	2	i	-0.5	-7	-5	0	-0.5	0.4	0	-4

Three entries already listed, arranged by the value under DNMT1 inh, highest first:
SMILES	STEP block	Rpn11 block	MsrA inh	Scp-1 inhibitor	NadD inh	SUMO1 PPI mod	Tb MetRS inh	LMPTP inh	DNMT1 inh	CSN deneddyl inh
CC1(C)CC(=O)C=C(Nc2ccccc2C#N)C1	1	i	0.1	-4	-3	-3	-0.1	-1.9	1	5
COc1cc(NC(=O)C2CCN(c3cnccn3)CC2)cc(OC)c1	-1	i	0.5	-2	-2	2	-0.1	-0.8	-1	2
O=C1N(Cc2cccc(Cl)c2)C[C@@H]2C[C@@H](c3ccco3)N3CCC[C@@]123	2	i	-0.4	-7	-2	14	-0.6	0.4	-2	4

Next part:
SMILES	STEP block	Rpn11 block	MsrA inh	Scp-1 inhibitor	NadD inh	SUMO1 PPI mod	Tb MetRS inh	LMPTP inh	DNMT1 inh	CSN deneddyl inh
O=C(C1=C[C@H](c2csc3ccccc23)C[C@H](OCCCCO)O1)N1CCN(Cc2ccc3c(c2)OCO3)CC1	2	i	-0.2	-3	-1	6	0.2	2.6	-17	-1
O=C(NCC(c1ccccc1Cl)N1CCCC1)c1ccc(N2CCCC2=O)cc1 (centres undefined)	3	i	0.0	-5	-2	-1	-0.4	1.0	-1	0
S=C(Nc1cccnc1)NC1CC2CCC1C2 (centres undefined)	0	i	0.2	-8	1	3	-0.3	-1.1	2	-2
COCCCn1nnnc1SCC(=O)N1CCCC1	2	i	0.3	-5	0	3	1.7	-1.2	1	1
COc1cc(OC)cc(C(=O)OCC(=O)Nc2ccc3[nH]c(=O)[nH]c3c2)c1	2	i	-1.4	-1	8	12	-0.4	0.1	1	-5
COCCCN1C(=O)N(c2ccccc2)C(=O)C1CC(=O)Nc1ccc(F)cc1 (centres undefined)	-2	i	-0.1	-7	2	0	0.1	1.2	-3	1
Nc1c(C(=O)OCC(=O)Nc2ccc(Cl)cc2[N+](=O)[O-])[nH]c(=O)[nH]c1=O	10	i	1.4	3	-2	-35	-0.1	0.8	1	2
O=C(CNC(=O)c1ccco1)OCc1ccccc1F	0	i	0.5	-1	1	-1	-0.8	0.7	9	-3
C[C@H](CO)N1C[C@H](C)[C@@H](CN(C)Cc2ccccn2)Oc2ncc(-c3ccccc3)cc2C1=O	3	i	-0.8	.	-6	2	-1.7	-1.8	5	4
NC(=S)N/N=C1\CC(n2nnn(-c3cccc(Cl)c3)c2=S)C2COC1O2 (centres undefined)	1	i	-1.2	1	7	3	-0.1	-0.7	-1	7
O=C(Nc1ccccc1Cc1ccccc1)C1CC(=O)N(c2ccc3c(c2)OCCO3)C1 (centres undefined)	8	i	0.3	-4	4	1	-0.6	1.3	0	2
Cc1cc2c(cc1C)C(c1ccsc1)CC(=O)N2 (centres undefined)	2	i	-0.3	-3	-3	-1	-0.5	-0.8	0	0
Cc1cccc(CN(C)C[C@H]2OCc3cnnn3CCCC(=O)N([C@@H](C)CO)C[C@@H]2C)c1	-3	i	0.6	.	0	1	-1.0	-0.9	10	1
CCc1nnc(NC(=O)C2CCN(c3nccc(C)n3)CC2)s1	0	i	-0.6	-6	-3	3	0.0	-0.4	-2	3
CC(O)CSc1nc2c(c(=O)[nH]c(=O)n2C)n1CC(O)COc1ccccc1 (centres undefined)	4	i	-0.1	-9	-3	-1	-0.1	-1.0	7	6

Next results follow:
SMILES	STEP block	Rpn11 block	MsrA inh	Scp-1 inhibitor	NadD inh	SUMO1 PPI mod	Tb MetRS inh	LMPTP inh	DNMT1 inh	CSN deneddyl inh
CC(C)c1cc(C(=O)O)n[nH]1	-3	i	1.1	0	0	-2	-1.5	-2.2	2	8
COC(=O)c1c(NC(=O)CSc2nnc(Cn3nnc4ccccc43)n2C)sc(C)c1C	0	i	-1.3	-5	-1	5	0.1	-0.5	3	4
Cc1ccc(NC(=O)/C=C/C(=O)O)c(NC(=O)c2ccccc2)c1	-2	i	-1.4	-2	2	0	-1.0	-0.4	2	1
Cc1csc(CN(C)C(=O)C2CCC(=O)N(CCCc3ccccc3)C2)n1 (centres undefined)	-2	i	-0.1	1	3	6	-0.4	-0.5	-5	2
CCOc1ccc2oc(C(=O)NC3CC(C)(C)NC(C)(C)C3)c(C)c2c1	0	i	1.9	-6	-5	0	0.3	0.7	0	2
Cn1c(CCNC(=O)c2ccco2)nc2ccccc21	1	i	-0.7	-10	3	0	0.3	0.5	0	-5
O=C(NC1CCSc2ccccc21)c1cccc(S(=O)(=O)N2CCOCC2)c1 (centres undefined)	0	i	0.7	4	-1	-3	-0.3	-1.0	-1	5
CCOc1ccc(N2C(=O)CC(Sc3nc(O)c(CC)c(=O)[nH]3)C2=O)cc1 (centres undefined)	2	i	-0.2	-4	2	-1	-0.4	-2.0	-6	4
Cc1ccc(CNC(=O)C2CCC(=O)N2C(C)C)cc1 (centres undefined)	0	i	-0.2	-12	-1	0	2.2	-1.0	0	0
Cc1ccc(C2=NO[C@@](CC(=O)O)(C(=O)Nc3ccc4c(c3)OCCO4)C2)cc1	-1	i	-0.6	-5	-6	0	-0.5	-2.6	0	3
O=C(CNC(=O)c1nc[nH]c1C(=O)N1CCc2ccccc2C1)OCc1ccccc1	-3	i	-0.3	0	4	10	0.1	-1.7	2	2
COc1ccc(OCCCC(=O)Nc2cccc([N+](=O)[O-])c2)cc1	2	i	0.0	-17	-1	-17	0.2	-1.6	-7	5
Cc1nc(N)sc1C(=O)NN	-1	i	1.2	-4	-6	-1	-0.6	-0.1	-3	0
CC(C)(C)NC(=O)NC(=O)COC(=O)C1CCN(S(=O)(=O)c2cccs2)CC1	-3	i	-0.8	0	-5	-10	-0.3	0.0	-1	-1

Screening data deposited in PubChem by several laboratories.
